# Screens deposited in PubChem BioAssay by National Center for Advancing Translational Sciences (NCATS).
# KinaseGlo FLuc = Kinase-Glo luciferase inhibition (counter-screen); Potency, µM (highest dose often 38.3 µM), inactives show at the highest dose activity change, negative = inhibition, usual class: inhibitors; Kinase-Glo luciferase, ATP luminescence, 8 min; Q27757; 0.28% of 200,000 active; note: % is set by controls: 0 for no effect and ±100 for the full control effect; nearly all actives have a fitted effect of over 60% in size
#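 Kinase-Glo luciferase light output from ATP and luciferin was measured with 10 uM ATP, within the enzyme's linear range. Buffer: 50 mM imidazole pH 7.2, 50 mM KCl, 7 mM MgCl2, 0.01% Tween 20, 0.05% BSA; luminescence read after 8 min at ambient temperature.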
# SMN2 splice up = increases expression of the SMN2 splice variant | HEK293 SMN2-luciferase splicing reporter, luminescence, 30-36 h | Potency, µM (highest dose often 46.1 µM), inactives show at the top dose activity change, positive = activation, usual class: activators | 2.8% of 210,000 active | AID 1458; note: % of control where 0% means no effect; nearly all actives have a fitted effect of over 55% in size
#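 qHTS luciferase splicing reporter: luminescence rises when SMN2 exon 7 is included in transfected HEK293 cells. Compound exposure lasted 30-36 h at 37C, with 4.5 mM final sodium butyrate as control, followed by a ONE-Glo read.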
# KDM4E inh = JMJD2E (human) inhibition; B2RXH2; JMJD2E catalytic domain, FDH-coupled NADH fluorescence (FDH is formaldehyde dehydrogenase); Potency, µM (highest dose often 57.1 µM), inactives show at the highest dose activity change, negative = inhibition, usual class: inhibitors; 1.6% of 230,000 active; AID 2147; active = well fitted inhibition curve with a large enough effect, not every such curve was filed as active; inconclusive = small, poorly fitted or top-dose-only effect, or another doubt; inactive = no such curve, though single readings can be large or run the other way;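 note: 0% = wells with enzyme and -100% = buffer wells without enzyme; nearly all actives have a fitted effect of over 50% in size; many of its hits are not listed in these tables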
# Target sequence (B2RXH2 1-337 limits assumed): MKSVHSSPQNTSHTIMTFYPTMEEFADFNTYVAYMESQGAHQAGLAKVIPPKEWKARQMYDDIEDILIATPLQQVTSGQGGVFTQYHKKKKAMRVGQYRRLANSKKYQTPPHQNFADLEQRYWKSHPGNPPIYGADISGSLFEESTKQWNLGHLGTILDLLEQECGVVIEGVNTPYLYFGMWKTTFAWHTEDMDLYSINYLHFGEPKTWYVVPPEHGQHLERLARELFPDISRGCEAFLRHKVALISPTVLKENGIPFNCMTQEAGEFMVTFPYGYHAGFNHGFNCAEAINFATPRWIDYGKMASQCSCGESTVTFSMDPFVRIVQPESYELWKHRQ
# ALDH1A1 block = blocks purified human ALDH1A1 activity; Purified ALDH1A1, NADH fluorescence, propionaldehyde substrate; Potency, µM (highest dose often 75.3 µM), for inactives: top-dose activity, negative = inhibition, most hits filed as inhibitors; 7.3% of 220,000 active; AID 1030; active = well fitted inhibition curve with a large enough effect, not every such curve was filed as active; inconclusive = small, poorly fitted or top-dose-only effect, or another doubt; inactive = no such curve, though single readings can be large or run the other way;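 note: plate controls were no enzyme wells and a reference inhibitor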
# Target sequence (P00352 whole entry, looked up): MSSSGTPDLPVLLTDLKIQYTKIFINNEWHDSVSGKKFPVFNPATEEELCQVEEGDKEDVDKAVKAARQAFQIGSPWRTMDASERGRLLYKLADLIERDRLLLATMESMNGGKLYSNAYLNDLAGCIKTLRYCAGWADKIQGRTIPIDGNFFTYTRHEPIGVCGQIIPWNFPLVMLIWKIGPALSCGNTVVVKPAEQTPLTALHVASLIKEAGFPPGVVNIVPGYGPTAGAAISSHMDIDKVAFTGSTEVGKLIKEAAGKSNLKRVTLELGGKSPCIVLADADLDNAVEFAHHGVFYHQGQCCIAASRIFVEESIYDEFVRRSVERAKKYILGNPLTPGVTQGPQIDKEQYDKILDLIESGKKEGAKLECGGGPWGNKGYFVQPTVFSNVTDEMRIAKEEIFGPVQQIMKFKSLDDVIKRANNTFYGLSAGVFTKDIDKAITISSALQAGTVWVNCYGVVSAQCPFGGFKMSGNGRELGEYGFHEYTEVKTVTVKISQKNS
# L3MBTL1 inh = inhibitors of human L3MBTL1 | AlphaScreen L3MBTL1–H3K9me1 peptide binding | 0.66% of 230,000 active | Potency, µM (top dose mostly 57.1 µM), for inactives: top-dose activity, negative = inhibition, hits mostly inhibitors | AID 485360; note: % is set by controls: 0 for no effect and ±100 for the full control effect; nearly all actives have a fitted effect of over 60% in size
#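 AlphaScreen proximity signal between nickel-chelate acceptor and streptavidin donor beads (final 10 ug/mL) reports binding of 50 nM L3MBTL1 to 75 nM biotin-H3 K9me1 peptide; complex incubated with compounds 30 min at room temperature; cefsulodin titration as control.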
# LMNA splice mod = modulators of lamin A splicing; 0.01% of 200,000 active; HeLa LMNA splicing GFP/RFP minigene ratio, 48 h; AID 1487; Potency, µM (top dose mostly 46.1 µM), inactives show at the highest dose ratio change, negative = inhibition, usual class: inhibitors; active = well fitted inhibition curve with a large enough effect in the signal ratio, with a control signal flat, not every such curve was filed as active; inconclusive = small, poorly fitted or top-dose-only effect, or effect the other way, or a change in a side signal; the % refers to the signal ratio; note: % is set by controls: 0 for no effect and ±100 for the full control effect
#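 S3 HeLa stable clones carrying a lamin A-EGFP splicing minigene plus DsRed2 were seeded at 600 cells/well in Opti-MEM with 2% FBS, pin-dosed and incubated 48 h at 37°C. Acumen cytometry (488 nm) gave the GFP/RFP total-intensity ratio.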
# Tau ThT inhib = tau fibrillization inhibition (ThT binding); Potency, µM (top dose mostly 57.4 µM), without a hit: at the top dose activity, negative = inhibition, most hits filed as inhibitors; 2.1% of 270,000 active; recombinant tau K18 P301L (four-repeat tau fragment), heparin-induced fibrillization, ThT fluorescence; note: % is set by controls: 0 for no effect and ±100 for the full control effect; nearly all actives have a fitted effect of over 55% in size
# Target sequence (P10636 561-689 P618L limits assumed): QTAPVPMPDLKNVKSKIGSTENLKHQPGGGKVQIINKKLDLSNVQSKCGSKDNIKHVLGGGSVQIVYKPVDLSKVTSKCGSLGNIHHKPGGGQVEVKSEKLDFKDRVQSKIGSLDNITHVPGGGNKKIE
#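 Heparin-induced (20 uM) aggregation of recombinant human K18 P301L tau, 15 uM unlabeled with 0.24 uM labeled, pH 7 acetate buffer, 6 hr at 37 C with compound. Fibrils quantified by 30 uM ThT fluorescence after 1 hr ambient incubation.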
# RECQ1 helicase = RECQ1 (human) helicase inhibition | RECQ1 DNA unwinding, red fluorescence kinetic read | P46063 | 0.54% of 240,000 active | Potency, µM (series often up to 57.3 µM), for inactives: at the highest dose activity, negative = inhibition, usual class: inhibitors;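 note: plate controls were vehicle for no effect and no enzyme for full effect; nearly all actives have a fitted effect of over 30% in size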
#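 RECQ1T1 50 nM; forked duplex (20 bp + 30-nt ss tails) 200 nM, ATP 2 mM final; pH 8.0, 2 mM MgCl2, 2.5 ug/ml poly(dI-dC); 15 min compound preincubation; discontinuous kinetic read over 2 h at RT.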
# * hit, by the source's call; i = inactive; ? = inconclusive; . = not tested or not shown; & = joins results of further samples; [ ] = remark or other dose. Unless noted, calls come from the whole dose curve; as a rule, active = well fitted curve in the direction sought with a large enough effect; inconclusive = small, poorly fitted or top-dose-only effect, or another doubt; inactive = no such curve, though single readings can be large; an effect the other way counts as inactive or inconclusive. Potency is the fitted concentration of half-maximal effect.
SMILES,KinaseGlo FLuc,SMN2 splice up,KDM4E inh,ALDH1A1 block,L3MBTL1 inh,LMNA splice mod,Tau ThT inhib,RECQ1 helicase
COc1ccc(S(=O)(=O)NN(C)c2nc(C(F)(F)F)nc3ccccc23)cc1,7%,-22%,-5%,-9%,6%,?,-1%,-1%
CC(=O)OCC1=C(C(=O)O)N2C(=O)C(NC(=O)c3ccc(F)cc3)C2SC1 (configuration not stated),9%,24%,-6%,2%,-17%,?,?,-2%
COC(=O)Cc1c(C)nc2nc(NCc3ccc(Cl)cc3)[nH]n2c1=O,10%,-16%,?,?,33%[activator],-7%,-12%,-9%
CN1CCN(CC(=O)Nc2ccc(Oc3ccccc3)cc2)CC1,-6%,-20%,9%,-8%,-2%,?,-2%,1%
O=C(NCc1ccco1)c1ccc2c(=O)n(-c3ccccc3)c(=O)n(Cc3cccc(F)c3)c2c1,1%,1%,2%,-2%,0%,?,10%,i
O=C(CN1CCN(Cc2ccccc2Cl)C1=O)NCCCN1CCOCC1,.,.,-3%,.,0%,.,0%,i
CN(Cc1cccs1)C(=O)COc1ccc(-c2nnco2)cc1,13%,-6%,9%,-9%,5%,-1%,-18%,-7%
O=C(CNS(=O)(=O)c1ccc2ccccc2c1)NCCc1ccccn1,-1%,-5%,0%,-23%,1%,-6%[46 µM],2%,0%
Cc1c2c(nc3ccccc13)OCC2,-4%&-1%,-1%&-6%,-4%&10%,-3%,2%,?,-18%&-5%,-1%
O=C(O)CCc1ccc(-c2cccs2)n1NC(=O)c1ccc(O)cc1,5%,7%,-5%,-4%,?,-4%,-3%,-2%
CC(C)CNC(=O)C(=O)Nc1ccc(N(C)C)cc1,0%,11µM*,-10%,1%,2%,-2%,-12%,-14%
N#CC(c1cccc(Cl)c1)c1ncc(C(F)(F)F)cc1Cl (configuration not stated),1%,0%,4%,9%,19%,4%,11%,-11%
Cn1cnnc1SCC(=O)c1ccc2c(c1)CCCC2,1%,5%,-8%,32µM*,-2%,14%,?,i
CC1(C(=O)CSc2nc3ccccc3[nH]2)CCC(=O)O1 (configuration not stated),-4%,15%,2%,-1%,9%,-10%,-8%,i
COc1ccc(CN=Cc2c(C(=O)O)[nH]c3ccccc23)cc1,.,.,?,11%,.,.,-2%,-4%
O=c1cc(-c2ccccc2)[nH]n1-c1ccc([N+](=O)[O-])cc1,-6%,-9%,12%,5%,-2%,?,13µM*,-5%
Cn1c(SCc2nnc(-c3ccccc3Br)o2)nc2sc3c(c2c1=O)CCC3,-1%,-12%,-8%,-11%,-7%,?,-11%,i
Cc1cccc(C(=O)NNC(=O)c2cccc(C)c2)c1,-5%,13%,5%,1%,6%,-7%,4%,-3%
FC(F)(F)c1cccc(-c2ccc(/C=N/Nc3nncc(-c4ccccc4)n3)o2)c1,3%,-8%,5%,11%,1%,.,?,i
COc1ccc(Cl)cc1NC(=O)CCN1CCN(C)CC1,-3%,1%,2%,7%,.,13%,-9%,-9%
Nc1nc(-c2ccccc2)nn1C(=O)c1ccco1,0%,-40%[inhibitor],?,?,.,-7%[46 µM],-6%,-5%
O=C(CN(c1ccccc1)S(=O)(=O)c1ccccc1)NCCSc1ccccn1,3%,.,-8%,6%,4%,4%[46 µM],-8%,i
CCC(=O)N1CC23C=CC(CC2CC12CCCCC2)O3 (configuration not stated),7%,1%,2%,16µM*,-3%,-1%,11%,-7%
CC1(C(=O)NCCCNc2ncc(C(F)(F)F)cc2Cl)C=CC2(CCCCC2)N1C(=O)c1ccccc1 (configuration not stated),-3%,-78%[inhibitor],4%,?,.,.,-17%,8%
CCC(=O)N1N=C(c2ccc(NS(=O)(=O)CC)cc2)CC1c1ccc(C)cc1 (configuration not stated),2%,-13%,?,?,.,?,-1%,-1%
CCOC(=O)c1cnc2ccc(C)cc2c1NCCO,1%,0%,-8%,9%,0%,-11%,-9%,16%
Nc1c(C(=O)NCCN2CCOCC2)c2nc3ccccc3nc2n1CCc1ccccc1,-1%,-13%,?,?,36%[activator],?,?,-16%
CC(C)c1nc2oc3c(=O)[nH]cnc3c2c2c1CCC2,-5%,7%,-9%,2%,5%,?,-7%,-8%
CCC(C)(C)NC(=O)c1ccc(S(=O)(=O)N(C)c2ccccc2OC)cc1,-4%,-15%,6%,4%,.,-2%,-4%,-1%
O=C(c1cc(-c2ccncc2)nc2ccc(Cl)cc12)N1CCN(Cc2ccc3c(c2)OCO3)CC1,0%,-7%,6%,-10%,-7%,?,-8%,i
Cc1ccc([N+](=O)[O-])c(OCC(=O)OCC(=O)c2ccccc2)c1,3%,29%,4%,-7%,1%,-8%,-7%,1%
COCc1c(C(=O)N2CCN(c3ccc(C(F)(F)F)cn3)CC2)oc2ccccc12,-3%,-2%,-7%,?,.,?,?,-8%
O=C(CC1C(=O)OCN1C(=O)OCc1ccccc1)OCC(=O)c1ccccc1 (configuration not stated),4%,-9%,1%,5%,-1%,12%,-5%,-8%
Cc1ccc(NC(=O)Cn2cnc3sc(C(=O)NCc4ccco4)c(C)c3c2=O)cc1Cl,3%,4%,0%,4%,.,2%,?,8%
Cc1ccc(C)c(NC(=S)N=Nc2c(O)n(C)c3ccc(S(=O)(=O)N4CCOCC4)cc23)c1,0%,-35%[inhibitor],-7%,3%,-11%,-17%,-10%,0%
CCCCNC(=O)Nc1ccc(Br)cn1,-3%,-8%,4%,3%,4%,-4%,-10%,-1%
C=CCn1c(CCc2ccc(OC(C)C)cc2)n[nH]c1=S,-2%,.,10%,-5%,-1%,?,-4%,-8%
COC(=O)c1[nH]c2ccc(Cl)cc2c1NC(=O)C1CC1,1%,7%,?,?,4%,0%,-14%,i
CC1=C(C(=O)OCCOC(C)C)C(c2cc3c(cc2Br)OCO3)CC(=O)N1 (configuration not stated),-2%,?,3%,-9%,.,5%,-15%,-7%
CSc1nncc(/C(C)=N/O)n1,3%,-6%,3%,3%,0%,-12%,7%,8%
O=C(Nc1ccc(S(=O)(=O)Nc2nccs2)cc1)c1ccc(S(=O)(=O)N2CCOCC2)cc1,-2%,4%,2%,?,-11%,-11%,-6%,-7%
COc1cccc(N2CC(O)=C(c3ccccc3)C2=N)c1,.,.,-4%,?,-9%,-4%,-22%,-9%
Cc1cccc(Cn2cccc2/C=C2/C(=N)N3C=CSC3=NC2=O)c1,-4%,2%,-11%,-10%,-13%,-14%,?,-7%
N=c1ccn(CC(=O)NC(N)=O)c2ccccc12,1%,8%,?,-3%,7%,3%,-15%,-7%
Cc1cccc(CCNC(=O)CCNC(=O)Cn2ccc3ccccc3c2=O)c1,4%,1%,-18%,7%,2%,-17%,-6%,-4%
COc1ccccc1NC(=O)c1cc(Cl)ccc1NC(=O)c1ccco1,0%,?,?,?,-1%,8%,4%,-1%
CCOC(=O)C(=CNc1cc(C)ccc1[N+](=O)[O-])C(=O)OCC,.,.,6%,.,-16%,.,?,i
O=C(O)c1ccccc1NC(=O)C1CCCO1 (configuration not stated),0%,-1%,-21%,8%,.,-3%,2%,-4%

# An excerpt from above in order of heavy-atom count, smallest number first:
SMILES,KinaseGlo FLuc,SMN2 splice up,KDM4E inh,ALDH1A1 block,L3MBTL1 inh,LMNA splice mod,Tau ThT inhib,RECQ1 helicase
CSc1nncc(/C(C)=N/O)n1,3%,-6%,3%,3%,0%,-12%,7%,8%
O=C(O)c1ccccc1NC(=O)C1CCCO1 (configuration not stated),0%,-1%,-21%,8%,.,-3%,2%,-4%
COc1cccc(N2CC(O)=C(c3ccccc3)C2=N)c1,.,.,-4%,?,-9%,-4%,-22%,-9%
CCOC(=O)C(=CNc1cc(C)ccc1[N+](=O)[O-])C(=O)OCC,.,.,6%,.,-16%,.,?,i
COc1ccccc1NC(=O)c1cc(Cl)ccc1NC(=O)c1ccco1,0%,?,?,?,-1%,8%,4%,-1%
CC1=C(C(=O)OCCOC(C)C)C(c2cc3c(cc2Br)OCO3)CC(=O)N1 (configuration not stated),-2%,?,3%,-9%,.,5%,-15%,-7%
O=C(Nc1ccc(S(=O)(=O)Nc2nccs2)cc1)c1ccc(S(=O)(=O)N2CCOCC2)cc1,-2%,4%,2%,?,-11%,-11%,-6%,-7%

# Continuation:
SMILES,KinaseGlo FLuc,SMN2 splice up,KDM4E inh,ALDH1A1 block,L3MBTL1 inh,LMNA splice mod,Tau ThT inhib,RECQ1 helicase
COc1cccc(C2C3CN(C)CC=C3C(C#N)=C(N)C2(C#N)C#N)c1OC (configuration not stated),-1%,13%,?,?,-1%,-17%,?,-15%
CC(C)CN(CCCNC(=O)CN1C(=O)CSc2ccc(S(=O)(=O)N3CCOCC3)cc21)CC(C)C,1%,-6%,1%,9%,.,-14%[46 µM],-2%&2%,-2%
C=CCN(C(=O)COc1ccccc1)c1nnc(-c2ccncc2)s1,7%,7%,35%,20%,3%,11%,-11%,-11%
COc1cccc(Nc2ncc3nc(CCc4ccccc4)c(=O)n(C4CC4)c3n2)c1,-3%,-4%,.,-1%,.,.,.,-3%
CCn1nnnc1SCC(=O)Nc1cccc(C)n1,14%,-10%,-2%,8%,-2%,6%,-5%,i
CCC(C)(C)NC(=O)C1CCCN1C(=O)NC1CCCCC1 (configuration not stated),0%,-14%,3%,8%,.,.,-3%,-4%
CCOC(=O)CNC(=O)C(NC(=O)C1CCC(C)CC1)C(C)CC (configuration not stated),0%,-8%,2%,8%,12%[11.4 µM],18%,-14%,-1%

# The list is partial, so the mix of outcomes need not match the whole.
